Assay outcomes from PubChem BioAssay.
NCI-60 one-dose screen, 48 h, at 10 µM unless noted. Numbers give growth in % (100 = growth as untreated, 0 = no growth, -100 = all killed).
TK-10: TK-10 renal cancer cells. 3.9% of 81,000 active
CAKI-1: CAKI-1 renal cancer; AID 1794772; 4.7% of 75,000 active
OVCAR-3: OVCAR-3 ovarian cancer; 7% of 79,000 active
A498: A498 renal cancer cells; 5.4% of 76,000 active; AID 1794774
OVCAR-5: OVCAR-5 ovarian cancer | 2.9% of 82,000 active | AID 1794783
OVCAR-8: OVCAR-8 ovarian cancer | AID 1794782 | 4.4% of 81,000 active
RXF 393: RXF 393 renal cancer cells | 6.9% of 77,000 active | AID 1794773
ACHN: ACHN renal cancer; 4.9% of 81,000 active
An asterisk follows results filed as active; . = no result given. How the source made its calls: active means growth percent below 10; inactive means the rest. A portion of the library; the hit share may differ from the screen's.

SMILES	TK-10	CAKI-1	OVCAR-3	A498	OVCAR-5	OVCAR-8	RXF 393	ACHN
Cc1ccc2nc(-c3ccc(OCC(=O)NN4C(=O)c5ccccc5C4=O)cc3)[nH]c2c1	125.5	80.8	.	.	97.6	102.1	113.0	98.6
CC(C)CCCCCCCOC(OCCCCCCCC(C)C)OCCCCCCCC(C)C	116.2	98.2	99.3	107.0	96.1	102.7	105.5	92.8
CCOC(=O)C(C#N)C(=N)C1CC(C)(C)OC1=O (stereo not drawn)	109.8	109.4	116.8	111.6	110.1	109.4	109.1	109.7
NC(=O)c1ccc(OC(F)(F)C(F)Cl)cc1OC(F)(F)C(F)Cl (stereo not drawn)	108.0	83.9	100.0	86.1	82.9	96.1	113.3	99.0
Cc1ccc2nc3[nH]c(=O)sc3cc2c1	101.0	86.6	.	.	102.0	102.5	104.3	104.3

Compound profiles (already shown). Screens in order: TK-10, CAKI-1, OVCAR-3, A498, OVCAR-5, OVCAR-8, RXF 393, ACHN
Cc1ccc2nc3[nH]c(=O)sc3cc2c1 as listed: 101.0, 86.6, ., ., 102.0, 102.5, 104.3, 104.3
Cc1ccc2nc(-c3ccc(OCC(=O)NN4C(=O)c5ccccc5C4=O)cc3)[nH]c2c1 as listed: 125.5, 80.8, ., ., 97.6, 102.1, 113.0, 98.6

Individual results from above.
Value for `Cc1ccc2nc3[nH]c(=O)sc3cc2c1` under TK-10: 101.0
Value for `NC(=O)c1ccc(OC(F)(F)C(F)Cl)cc1OC(F)(F)C(F)Cl` (stereo not drawn) under ACHN: 99.0
